GLS inhibitor – inhibitors of human glutaminase (GLS). O94925. 410,000 compounds, 0.21% hits. Potency, µM (series often up to 45.5 µM), without a hit: top-dose activity change, negative = inhibition, usual class: inhibitors. GLS enzymatic activity, qHTS titration. AID 624170; also: potency is read from the fitted curve at half-maximal effect; % is scaled to controls: 0 for no effect and ±100 for the full control effect
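hKGA in 45 mM KH2PO4 pH 8.2, 0.02% Tween-20 with pin-transferred compounds; 1 mM L-glutamine (stock) plus glutamate oxidase/HRP/Amplex Red coupling added. Fluorescence read initially and after 30 min at RT.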
HP1b chromo inh – HP1-beta chromodomain-methylated histone interaction inhibition; P83916; AlphaScreen HP1-beta / biotin-H3K9me3 peptide binding; Potency, µM (series often up to 114 µM), inactives show at the top dose activity change, negative = inhibition, hits mostly inhibitors; 390,000 compounds, 0.56% hits; also: potency is read from the fitted curve at half-maximal effect; nearly all actives have a fitted effect of over 70% in size; inactives centre near 23
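HP1-beta protein (50 nM final) preincubated 30 min at room temperature with biotinylated H3(1-18)K9me3 peptide (50 nM) in PBS pH 7.4, 0.01% Tween-20, then compound added for 30 min. AlphaScreen streptavidin donor/nickel chelate acceptor beads (10 ug/mL final), 30 min dark, luminescence read.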
Pin1 inh – inhibitors of human Pin1; Q13526; Pin1 FP peptide displacement, HiFluor488, 10 min; Potency, µM (highest dose often 115 µM), for inactives: at the top dose activity, negative = inhibition, usual class: inhibitors; 390,000 compounds, 0.009% hits; AID 504891; active = well fitted inhibition curve with a large enough effect in the polarisation, with a control signal flat, not every such curve was filed as active; inconclusive = small, poorly fitted or top-dose-only effect, or effect the other way, or a change in a side signal; inactive = no such curve, though single readings can be large or run the other way; the % refers to the polarisation; also: potency is read from the fitted curve at half-maximal effect; % is scaled to controls: 0 for no effect and ±100 for the full control effect
rTrxR1 inhibitor – rat TrxR1 inhibition | O89049 | recombinant rTrxR1, NADPH fluorescence consumption, selenite substrate | Potency, µM (top dose mostly 114 µM), without a hit: at the top dose activity change, negative = inhibition, hits mostly inhibitors | 390,000 compounds, 1% hits; also: potency is read from the fitted curve at half-maximal effect; % is scaled to controls: 0 for no effect and ±100 for the full control effect; nearly all actives have a fitted effect of over 65% in size
Target sequence (O89049 whole entry, looked up): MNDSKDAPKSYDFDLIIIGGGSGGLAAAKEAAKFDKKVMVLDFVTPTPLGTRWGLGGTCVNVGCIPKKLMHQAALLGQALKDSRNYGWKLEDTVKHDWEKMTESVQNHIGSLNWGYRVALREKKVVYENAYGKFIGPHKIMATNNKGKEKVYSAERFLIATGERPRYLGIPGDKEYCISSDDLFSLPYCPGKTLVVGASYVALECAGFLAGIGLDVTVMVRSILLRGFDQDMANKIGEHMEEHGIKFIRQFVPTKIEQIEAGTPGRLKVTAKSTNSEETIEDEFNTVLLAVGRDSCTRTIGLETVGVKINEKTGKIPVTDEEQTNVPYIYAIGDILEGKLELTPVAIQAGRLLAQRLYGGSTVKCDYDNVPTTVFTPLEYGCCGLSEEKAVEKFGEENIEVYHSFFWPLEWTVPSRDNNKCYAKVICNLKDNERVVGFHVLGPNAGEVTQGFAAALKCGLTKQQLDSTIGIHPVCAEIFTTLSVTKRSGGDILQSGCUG
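Rat TrxR1 (90 nM in the dispensed reagent) was pre-reduced with 400 uM NADPH for 5 min at room temperature, then incubated with compound for 15 min. After 400 uM selenite was added, NADPH fluorescence (Ex 340/Em 450 nm) was followed for 8 min.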
mIDH1 inhibitor – inhibitors of human mutant IDH1 R132H. IDH1-R132H enzyme, NADPH consumption, diaphorase/resazurin fluorescence. 390,000 compounds, 0.093% hits. AID 602179. O75874. Potency, µM (titrated, usually from 76.6 µM), for the others: top-dose activity change, negative = inhibition, actives largely listed as inhibitors; also: potency is read from the fitted curve at half-maximal effect; % is scaled to controls: 0 for no effect and ±100 for the full control effect; nearly all actives have a fitted effect of over 65% in size
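IDH1-R132H (0.5 ug/mL dispensed) in pH 7.5 Tris buffer was preincubated 30 min with compound, then given a substrate mix of 0.016 mM NADPH and 2 mM alpha-KG for 80 min at room temperature; remaining NADPH was read by diaphorase/resazurin fluorescence.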
Tb PGK inh – T. brucei PGK inhibition. P07378. PGK/GAPDH coupled, Kinase-Glo luminescence, 60 min. Potency, µM (series often up to 57.5 µM), without a hit: top-dose activity change, negative = inhibition, hits mostly inhibitors. 380,000 compounds, 0.043% hits. AID 602233; also: potency is read from the fitted curve at half-maximal effect; % is scaled to controls: 0 for no effect and ±100 for the full control effect; nearly all actives have a fitted effect of over 60% in size
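Luminescent ATP detection (Kinase-Glo Plus) follows a 60-minute room-temperature incubation, with wells lacking PGK as controls. Buffer: 100 mM TEA (pH 7.6), 5 mM MgCl2, 0.01% Tween-20. Coupling enzyme GAPDH (100 nM final) supplies unstable 1,3-BPG in-well.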
PI4K2A block – blocks human PI4K2A kinase activity | purified PI4K2A, ADP-Glo luminescence, 1 h; stronger effect = lower value | activity change, negative = inhibition, % at 76.9 µM | 420,000 compounds, 0.13% hits | Q9BTU6 | AID 1346378; in the data active = activity change below about -50%; inconclusive = mostly about -30% to -49%;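 also: -100% = wells without enzyme as full effect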
Target sequence (Q9BTU6 whole entry, looked up): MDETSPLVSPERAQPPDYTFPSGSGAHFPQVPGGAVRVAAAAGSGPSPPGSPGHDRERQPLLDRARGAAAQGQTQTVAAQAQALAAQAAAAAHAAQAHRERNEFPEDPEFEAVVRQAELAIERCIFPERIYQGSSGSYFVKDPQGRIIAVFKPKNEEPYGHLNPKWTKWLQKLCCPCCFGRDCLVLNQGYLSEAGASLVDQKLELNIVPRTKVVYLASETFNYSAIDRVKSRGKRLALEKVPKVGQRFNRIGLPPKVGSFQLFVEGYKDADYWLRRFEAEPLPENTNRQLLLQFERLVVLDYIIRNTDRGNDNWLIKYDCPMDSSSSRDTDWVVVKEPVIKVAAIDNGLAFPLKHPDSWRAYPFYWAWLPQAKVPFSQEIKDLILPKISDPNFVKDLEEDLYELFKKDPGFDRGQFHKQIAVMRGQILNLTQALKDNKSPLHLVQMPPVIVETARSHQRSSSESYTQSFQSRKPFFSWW
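PI4K2A activity was measured by ADP-Glo luminescence: enzyme (4 ug/mL stock) and phosphatidylinositol (1.2 mM stock) in Tris pH 7.5/MgCl2/EGTA/Triton X-100 buffer were reacted with ATP (300 microM stock) for one hour at ambient temperature.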
TrxR1 substrate – rat thioredoxin reductase 1 substrate activity | O89049 | purified TrxR1 substrate turnover, NADPH consumption readout | Potency, µM (doses to about 114 µM), without a hit: at the highest dose activity change, negative = substrate turnover | 390,000 compounds, 0.01% hits | AID 588456; also: potency is read from the fitted curve at half-maximal effect; % is scaled to controls: 0 for no effect and ±100 for the full control effect; nearly all actives have a fitted effect of over 50% in size
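Rat TrxR1, dispensed at 90 nM, was prereduced with 400 uM NADPH (final) for 5 min at ~22 deg C, then incubated with compound 15 min before 400 uM selenite. A first-read NADPH fluorescence drop versus no-compound background flagged substrates.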
USP1-UAF1 inh – blocks the human USP1/UAF1 deubiquitinase complex | AID 743255 | recombinant USP1/UAF1, Ub-Rhodamine cleavage fluorescence | Potency, µM (series often up to 57.1 µM), for the others: at the highest dose activity change, negative = inhibition, actives largely listed as inhibitors | 390,000 compounds, 0.23% hits | O94782; also: potency is read from the fitted curve at half-maximal effect; % is scaled to controls: 0 for no effect and ±100 for the full control effect; nearly all actives have a fitted effect of over 60% in size; inactives centre near -12
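In this screen, compounds sit with the deubiquitinase complex (1nM) for 15 min at room temperature before Ub-Rho is added at 150nM final. Fluorescence rise is then followed for 6 reads every 60 seconds.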
Starred values were filed as active, the others as inactive; i = inactive; ? = inconclusive; · = not tested or not shown; & = joins results of further samples; [ ] = remark or other dose. Unless noted, calls follow the shape of the dose curve; as a rule, active = well fitted curve in the direction sought with a large enough effect; inconclusive = small, poorly fitted or top-dose-only effect, or another doubt; inactive = no such curve, though single readings can be large; an effect the other way counts as inactive or inconclusive. Some of the compounds tested (hit frequency here may not be typical).

SMILES	GLS inhibitor	HP1b chromo inh	Pin1 inh	rTrxR1 inhibitor	mIDH1 inhibitor	Tb PGK inh	PI4K2A block	TrxR1 substrate	USP1-UAF1 inh
C[C@@H]1[C@H]2[C@@H]3CC[C@@H](C3)[C@H]2CN[C@H]1c1cn(Cc2ccccc2)c2ccccc12	-1%	-11%	2%	4%	0%	i	2	-1%	-9%
CCOc1ccc(N2C(=O)CC(SC(=NC)Nc3ccc(F)cc3)C2=O)cc1 (stereo unspecified)	1%	67%[activator]	0%	8%	2%	-9%	-1	5%	-6%
Cn1c(Cc2ccccc2)[n+](C)c2ccccc21	0%	39%	-11%	13%[57.1 µM]	12%	3%	-2	-5%	-7%
CC(C)(C)CC(C)(C)c1ccc(OCC(=O)Nc2ccc(S(=O)(=O)Nc3ncccn3)cc2)cc1	6%	12%	1%	23%	?	-4%	-7	5%	-22%
CCCCc1ccc(S(=O)(=O)NCCCN2CCCC2=O)cc1	10%	17%	-8%	-2%	3%	-3%	6	-4%	-13%
CCOc1cccc(C(=O)N(Cc2ccco2)C2CCS(=O)(=O)C2)c1 (stereo unspecified)	9%	41%	2%	-34%[57.1 µM]	-5%	0%	7	16%[57.1 µM]	-25%
O=C(c1ccccc1)N1CCN(c2ncnc3c(-c4ccccc4)nsc23)CC1	1%	38%[activator]	1%	21%	-1%	-4%	13	6%	-20%
N/C(=N\OC(=O)COc1ccc(Cl)cc1)c1cccnc1	14%	40%[activator]	2%	-5%	0%	-18%	-1	-7%	-11%
CC(C)(C)C1CCc2c(sc(NC(=O)c3ccco3)c2C(=O)Nc2ccccc2Cl)C1 (stereo unspecified)	-7%	38%	4%	-1%	32%	-4%	2	4%	-14%
Cc1ccc(Oc2coc3cc(OCC(=O)NC4CCCCC4)ccc3c2=O)cc1	2%	20%	-6%	16%	·	·	0	6%	-19%
CCCCc1nc2ccccc2c(NC(=O)CN2CCCC2)c1CCC	8%	?	-6%	10%	-1%	·	5	7%	-11%
NC1=NC(=O)C(=Cc2ccccc2)S1	5%	23%	2%	-20%[11.4 µM]	-1%	0%	-9	-8%[11.4 µM]	3%
O=C(N1CCOCC1)C1(S(=O)(=O)c2ccccc2)CC=CC1	0%	32%[activator]	1%	29%	-8%	i	-2	9%	-10%
O=C(Nc1cccc(-c2cn3c(n2)SCC3)c1)c1ccc(Br)o1	7%	25%	-3%	-19%	1%	4%	10	-9%	-15%
CCN1CCCC1CNC(=O)c1ccc2c(c1)NC(=O)/C(=C\c1ccc(OC)c(OC)c1)S2 (stereo unspecified)	4%	-17%[57 µM]	0%	8%	-1%	-2%	7	-5%	-14%
CC1(C)CC(=O)C(C2=NC3(CCCCCC3)Cc3ccccc32)=C(O)C1	-4%	10%	0%	-3%	-1%	-2%	-17	-2%	1%
O=C(ONC1=NCCCCC1)c1c(F)cccc1F	-11%	64%[activator]	-9%	10%[57.1 µM]	2%	2%	3	13%[57.1 µM]	-20%
CC1=C(C(=O)OC2CCCCC2)C(c2ccc(N(C)C)cc2)NC(=O)N1 (stereo unspecified)	16%	21%	17%	5%	3%	-2%	10	3%	-17%
COc1ccc(C)cc1NC(=O)CNC(=O)c1sc2ccccc2c1Cl	23%	30%	0%	20%[57.1 µM]	7%	-9%	1	8%[57.1 µM]	1%
O=C(NCc1nc2ccccc2[nH]1)c1ccc(S(=O)(=O)N2CCOCC2)cc1	7%	45%[activator]	1%	19%	-6%	22µM*	-11	5%	3%
COC(=O)CSc1nc2cc3c(cc2cc1C)OCCO3	0%	48%[activator]	-2%	15%	6%	·	3	7%	-20%
CCOc1ccc(OCc2ccc(C(=O)N(C)c3ccccc3)o2)cc1	-1%	37%	-9%	-3%	4%	-1%	-11	-8%	-14%
COc1ccc(Nc2nc(-c3cccc([N+](=O)[O-])c3)nc3ccccc23)cc1	10%	21%	-4%	17%	4%	-8%	-8	0%	-2%
O/N=C/c1ccccc1Oc1ccc(Cl)cc1	?	-7%	7%	13%	-12%	-3%	4	-3%	-9%
COCCNC(=O)Cn1c(=O)n(Cc2ccco2)c(=O)c2ccccc21	-14%	45%[activator]	12%	-21%	6%	4%	3	0%	-24%
c1ccc(-n2cnnc2SCc2cn3ccsc3n2)cc1	-1%	10%	-1%	3%	20%	-3%	6	-2%	-16%
COCCCn1cc(C(=O)c2cc(OC)ccc2OCC(=O)Nc2cc(C)on2)cc(C#N)c1=O	-4%	33%	-1%	-2%	2%	5%	-2	-4%	-12%
COC(=O)c1ccc(CNC(=O)COC(=O)/C=C/c2ccc(OC)c(OC)c2)cc1	19%	30%	-1%	15%	-5%	2%	-7	7%	-17%
CCc1ccc(CNC(=O)C2CCCN(S(=O)(=O)c3ccc4c(ccn4C)c3)C2)cc1 (stereo unspecified)	-12%	11%[57 µM]	1%	30%[activator][57.1 µM]	-23%	12%	-6	2%[57.1 µM]	0%
Cc1nn(Cc2ccccc2)c(C)c1C(=O)OCC(=O)c1cc(C)n(CC(F)(F)F)c1C	-8%	7%	39%[activator]	19%[57.1 µM]	0%	-3%	6	-22%[57.1 µM]	-25%
N#C/C(=N\Nc1cccc(C(F)(F)F)c1)C(=O)c1csc(-c2cccnc2)n1	?	3%	?	-9%	13%	-10%	2	-6%	?
COc1ccc(C(C)=O)cc1CS(=O)(=O)CC(=O)NCCc1c[nH]c2ccccc12	0%	19%	10%	0%	7%	-1%	-1	2%	-23%
COc1ccc(C(=O)Nc2ccc3c(c2)OCCO3)cc1	9%	13%	-9%	23%	12%	·	-17	11%	0%
Cc1cc(/C=C(/C#N)c2nc3ccccc3[nH]2)c(C)n1-c1ccccc1C(=O)O	111%[activator]	-15%	?	12%[57.1 µM]	0%	?	0	-5%[57.1 µM]	-24%
CCCCCc1cc(=O)oc2c(C(CCN3CCN(c4ccccc4)CC3)c3ccc4c(c3)OCO4)c(OC)cc(OC)c12 (stereo unspecified)	20%	-13%	1%	13%	1%	-4%	-1	-1%	-13%
CCOC(=O)c1c(C)[nH]c(=S)c(C#N)c1-c1ccccc1	-25%	?	20%	?	-11%	2%	0	-5%	-18%
CCc1cc(/C(Cc2ccccn2)=N\Nc2ccccc2)c(O)cc1O	0%	?	-14%	-48%	23%	-1%	0	-4%[57.1 µM]	?
Cc1cc(C)nc(SCC(=O)c2ccc(F)c(C)c2)n1	1%	38%[activator]	2%	10%	5%	-5%	1	2%	-19%
COc1cccc(NC(=O)COC(=O)COc2ccccc2[N+](=O)[O-])c1	-1%	5%	1%	1%	6%	-5%	7	-7%	-5%
CSc1nc(N(C)C)c2ccccc2n1	2%	5%	-6%	18%[57.1 µM]	13%	-6%	5	-13%	-2%
COc1ccc(C)cc1-n1c(-c2ccncc2)n[nH]c1=S	3%	41%[activator]	6%	?	5%	6%	4	2%[57.1 µM]	-2%
Cc1c(Nc2nc(C(F)(F)F)nc3ccccc23)c(=O)n(-c2ccccc2)n1C	18%	39%	-2%	11%	-5%	-1%	-4	2%	-15%
CCCCn1c(N)c(N(CC(C)C)C(=O)CC2CCCCC2)c(=O)[nH]c1=O	-2%	20%	-2%	0%	2%	-7%	0	-6%	-1%
COc1ccc(C)cc1NS(=O)(=O)c1cc(Br)cc2c1N(C(C)=O)C(C)C2 (stereo unspecified)	27%	11%	5%	21%	7%	-6%	-1	7%[2.29 µM]	-5%
CCCCC(=O)OCC(=O)c1[nH]c(C)c(C(=O)OCC)c1C	0%	13%	-1%	13%	4%	-6%	-2	-2%	-4%
COc1ccccc1-c1cc(C(=O)N/N=C/c2sccc2C)c2ccccc2n1	0%	34%	9%	17%[57.1 µM]	2%	-3%	-1	8%[57.1 µM]	-16%
COc1ccc(N(CC(=O)NC(C)c2ccccc2)S(=O)(=O)c2c(C)nn(C)c2C)cc1 (stereo unspecified)	3%	44%[activator]	-4%	8%	12%	-9%	1	3%	-10%
Cc1c(NC(=O)CSc2ccc(Cl)cc2)cccc1-c1nc2ncccc2o1	-4%	-23%	45%[activator]	20%[57.1 µM]	2%	-1%	9	4%[57.1 µM]	-20%
S=c1[nH]nc(-c2cccc(Cl)c2)n1CCN1CCCCC1	-4%	-7%	6%	?	1%	-6%	-7	5%	-18%
Cc1nc2c(o1)CCc1ccccc1C2N1CCN(C)CC1 (stereo unspecified)	0%&-15%&5%	7%	10%&-6%&0%	0%[57.1 µM]	10%&2%&8%	-1%&-25%	1&2&2	-6%&-2%&5%	1%&14%&-17%
NNC(=O)COc1ccc2oc3c(c2c1)CCCC3	?	9%	2%	15%[57.1 µM]	2%	-2%	0	4%[57.1 µM]	-21%
Cc1ccc(Cl)c(OCC(=O)N(C)CC(=O)Nc2ccc(N3CCOCC3)cc2)c1	22%	-3%	5%	13%	1%	-4%	0	4%	-9%

Screening data as filed in PubChem.
